BAP1 inh = blocks human BAP1 ubiquitin-AMC hydrolysis; AID 436; activity remaining (% of control), % at 20 µM; Q92560; recombinant BAP1, Ub-AMC hydrolysis fluorescence kinetic; hits give low values; actives 0.48% (n = 72,000);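 active means activity remaining at or below 50% of control, provided the compound also passes the data quality filters; inactive means the rest, including low values that fail the filters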;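 further: 100% = DMSO wells rate and 0% = substrate alone blank rate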
Target sequence (Q92560 whole entry, looked up): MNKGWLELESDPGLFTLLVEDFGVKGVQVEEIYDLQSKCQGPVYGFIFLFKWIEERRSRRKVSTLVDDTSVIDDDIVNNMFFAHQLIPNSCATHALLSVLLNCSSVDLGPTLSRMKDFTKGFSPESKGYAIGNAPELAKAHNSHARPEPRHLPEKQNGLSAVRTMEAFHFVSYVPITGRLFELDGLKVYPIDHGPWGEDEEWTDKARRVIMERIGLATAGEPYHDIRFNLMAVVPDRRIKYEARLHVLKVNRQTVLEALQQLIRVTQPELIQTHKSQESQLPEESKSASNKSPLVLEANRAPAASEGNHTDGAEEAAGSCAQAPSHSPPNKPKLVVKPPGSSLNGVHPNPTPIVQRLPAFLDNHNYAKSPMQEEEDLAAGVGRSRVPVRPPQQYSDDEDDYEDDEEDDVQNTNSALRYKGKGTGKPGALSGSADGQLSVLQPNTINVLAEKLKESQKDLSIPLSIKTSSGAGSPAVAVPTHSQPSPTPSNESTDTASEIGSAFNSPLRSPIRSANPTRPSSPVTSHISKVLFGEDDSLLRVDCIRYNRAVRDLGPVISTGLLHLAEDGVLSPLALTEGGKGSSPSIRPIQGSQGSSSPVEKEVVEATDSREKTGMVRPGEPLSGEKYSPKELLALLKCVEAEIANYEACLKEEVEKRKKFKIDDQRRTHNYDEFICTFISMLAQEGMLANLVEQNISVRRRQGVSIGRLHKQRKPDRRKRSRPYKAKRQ
HePTP inhibitor = human HePTP phosphatase inhibition | P35236 | recombinant HePTP phosphatase activity, OD absorbance | inhibition, % at 20 µM | actives 0.64% (n = 110,000) | AID 521; in the data active means inhibition above about 50%;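 further: plate controls were vehicle for no effect and reference inhibitor for full effect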
Target sequence (P35236 whole entry, looked up): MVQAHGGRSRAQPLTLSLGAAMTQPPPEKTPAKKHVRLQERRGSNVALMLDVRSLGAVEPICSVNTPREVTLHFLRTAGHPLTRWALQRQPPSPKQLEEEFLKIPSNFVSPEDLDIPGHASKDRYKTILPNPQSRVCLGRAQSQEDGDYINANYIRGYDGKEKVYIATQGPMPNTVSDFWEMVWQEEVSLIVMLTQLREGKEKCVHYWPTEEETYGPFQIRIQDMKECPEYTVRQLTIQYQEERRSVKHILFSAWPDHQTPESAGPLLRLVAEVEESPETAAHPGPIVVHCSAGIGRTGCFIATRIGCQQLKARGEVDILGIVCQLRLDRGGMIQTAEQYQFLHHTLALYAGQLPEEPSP
Active calls of the source: *; i = inactive; . = no result given; & = joins results of further samples. This is a random part of the collection. About 0.95% of those tested had a hit in this group.

SMILES	BAP1 inh	HePTP inhibitor
O=C(Nc1ccccc1Oc1ccccc1)c1cc2cc(Cl)cc(Cl)c2oc1=O	.	-14
COc1ccc(C2=CSC3=NCCN23)cc1F	110	7&7
CCOC(=O)C1=C(c2ccccc2)N=C2SCC(=O)N2C1c1ccc(OC)cc1 (stereo not drawn)	.	6
COC(=O)c1ccc(NC(=O)C2CC(=O)N(c3cc(C)ccc3C)C2)cc1 (stereo not drawn)	161	-7
COc1cc(NC(=O)Cn2nnc(-c3ccccc3N)n2)cc(OC)c1	99	6
CC(C)Cn1c(CCN2C(=O)c3ccccc3C2=O)nc2ccccc2c1=O	.	6
O=C(CCCNS(=O)(=O)c1cccc2nsnc12)NCc1ccccc1	99	5
Oc1ccccc1-c1nc(NCC2CCCO2)c2ccccc2n1 (stereo not drawn)	123	2
COc1cc(N/C(=N/S(=O)(=O)c2ccccc2)c2ccccc2)ncn1	.	-2
CCOC(=O)c1c(NC(=O)c2nn(CC)cc2Br)c(C#N)nn1-c1ccccc1	38*	4
Cn1c(SCc2ccccc2Cl)nnc1-c1cnccn1	.	2
CC(=O)C1=C(O)C(=O)N(CCN2CCNCC2)C1c1ccc(Cl)cc1 (stereo not drawn)	.	-8
CCOCCn1c(CCCO)nc2ccccc21	104	4
Cc1c(C(=O)N(Cc2ccccc2)c2ccccn2)cccc1[N+](=O)[O-]	.	0
Cc1cc(C)nc(N(C#N)S(=O)(=O)c2ccccc2)n1	102	7
CCOc1ccc(C(=O)Nc2cccc3nsnc23)cc1Cl	.	-25
COc1ccc(C2CC(C(F)(F)F)n3nc(C(=O)NCc4c(C)nn(C)c4C)c(Cl)c3N2)cc1 (stereo not drawn)	101	0
COc1cccc(C=C2C(=O)NC(=S)NC2=O)c1OCC#N	.	-2
O=C(CSc1nc2sc3c(c2c(=O)[nH]1)CCCC3)N1CCOCC1	.	3
CCOC(=O)c1c(CN2CCCCC2)oc2ccc(OC)cc12	88	4
COC(=O)CN1C(=O)/C(=C\C=C\c2ccccc2)SC1=S	.	-4
O=C(c1ccc2c(c1)OCO2)N1CCNc2ccccc2C1	94	7
CCC(=Nc1ccccc1OC)C1=C(O)CC(C)(C)CC1=O	.	-4
CCn1ncc(C(=O)Nc2ccc(S(=O)(=O)N3CCCC3)cc2)c1C	108	-3
NC(=O)/C(=C\c1ccc2c(c1)OCO2)NC(=O)c1ccco1	.	5
SMILES	BAP1 inh	HePTP inhibitor
CCOC(=O)C1=C(C)N=C2SCC(=O)N2C1c1cc(OC)ccc1OC (stereo not drawn)	.	-10
CCCC(=O)N(Cc1cc2ccccc2[nH]c1=O)c1ccccc1OC	104	-3
O=C1C(=O)N(c2nc3ccccc3s2)C(c2cccc(F)c2)/C1=C(/O)c1ccccc1 (stereo not drawn)	.	16
CC1=C(C(=O)OCc2ccccc2)C(c2ccc(C)s2)C2=C(CCCC2=O)N1 (stereo not drawn)	.	5
COCCCn1c(-c2ccc(OC)cc2)nc2nc3ccccc3nc21	87	3
COC(=O)C1=C(C)NC(=O)NC1c1ccc(OCCO)c(OC)c1 (stereo not drawn)	.	2
CCCc1cc(=O)oc2c(C)c3occ(C)c3cc12	78	3
Cc1n[nH]c(C)c1S(=O)(=O)N1CCCC(C(=O)NCC2COc3ccccc3O2)C1 (stereo not drawn)	93	7
Cc1cc(NC(=O)CSc2nnc(COc3ccccc3)o2)no1	99	9
Cc1nc2n(CC(=O)N3CCCC3)c3ccccc3n2n1	.	-2
O=C(COc1ccc(Br)cc1)OCc1nnc(-c2ccccc2)o1	104	12
O=C(c1ccco1)N1CCN(Cc2ccc(Cl)cc2)CC1	91	-3&-3
CCOCCOC(=O)c1cccc(NC(=O)c2ccc(-c3ccccc3)cc2)c1	.	-1
O=C(N1CCCCC1)N1CCN(C(=O)N(c2ccccc2)c2ccccc2)CC1	55	5
O=c1nc2n3ccsc3ncc-2s1	161	.
N/C(=N\N=C/c1ccc(Br)cc1)N/N=C\c1ccc(Br)cc1	.	4
CSc1ccc(S(=O)(=O)N(CC(=O)Nc2cc(C)ccc2C)c2ccc(C)cc2)cc1	.	-6
COc1ccc(OC)c(N=C2SCC(=O)N2Cc2ccccc2)c1	65	.
CN1C(=O)/C(=C2\SC(=S)N(c3cccc(Cl)c3)C2=O)c2ccccc21	.	8
CN1CCN(c2ccc(NC(=O)c3ccccc3Br)cc2)CC1	142	2
COc1ccc2c(c1OC)C(=O)OC2Nc1ccc(F)c(Cl)c1 (stereo not drawn)	.	2
COc1ccc(C(=O)Nc2c(N)nc(SCC(=O)N3CCCCCC3)[nH]c2=O)cc1OC	105	-4
Cc1noc(C)c1COC(=O)CCc1nc2ccccc2s1	77	-3
Cc1nc2sc(C(c3ccco3)N3CCN(c4cccc(Cl)c4)CC3)c(O)n2n1 (stereo not drawn)	105	.
O=C(O)CCC(=O)c1cccc2ccccc12	94	14

Part of the list above in order of molar mass, low to high.
SMILES	BAP1 inh	HePTP inhibitor
O=c1nc2n3ccsc3ncc-2s1	161	.
O=C(c1ccco1)N1CCN(Cc2ccc(Cl)cc2)CC1	91	-3&-3
Cc1noc(C)c1COC(=O)CCc1nc2ccccc2s1	77	-3
COc1ccc2c(c1OC)C(=O)OC2Nc1ccc(F)c(Cl)c1 (stereo not drawn)	.	2
COc1ccc(OC)c(N=C2SCC(=O)N2Cc2ccccc2)c1	65	.
Cc1cc(NC(=O)CSc2nnc(COc3ccccc3)o2)no1	99	9
CCCC(=O)N(Cc1cc2ccccc2[nH]c1=O)c1ccccc1OC	104	-3
CN1CCN(c2ccc(NC(=O)c3ccccc3Br)cc2)CC1	142	2
CCOC(=O)C1=C(C)N=C2SCC(=O)N2C1c1cc(OC)ccc1OC (stereo not drawn)	.	-10
CN1C(=O)/C(=C2\SC(=S)N(c3cccc(Cl)c3)C2=O)c2ccccc21	.	8
O=C(COc1ccc(Br)cc1)OCc1nnc(-c2ccccc2)o1	104	12
O=C(N1CCCCC1)N1CCN(C(=O)N(c2ccccc2)c2ccccc2)CC1	55	5
N/C(=N\N=C/c1ccc(Br)cc1)N/N=C\c1ccc(Br)cc1	.	4
O=C1C(=O)N(c2nc3ccccc3s2)C(c2cccc(F)c2)/C1=C(/O)c1ccccc1 (stereo not drawn)	.	16
CSc1ccc(S(=O)(=O)N(CC(=O)Nc2cc(C)ccc2C)c2ccc(C)cc2)cc1	.	-6
COc1ccc(C(=O)Nc2c(N)nc(SCC(=O)N3CCCCCC3)[nH]c2=O)cc1OC	105	-4

(more compounds)
SMILES	BAP1 inh	HePTP inhibitor
Cc1ccc(N(CC(=O)NC2CCC(C)CC2)S(=O)(=O)c2cccnc2)cc1 (stereo not drawn)	89	-9
O=C(NCc1ccccn1)C1CCCN(S(=O)(=O)c2ccc(Br)cc2)C1 (stereo not drawn)	63	5
CC(C)c1cccc(C(C)C)c1NC(=O)COc1cccc(Br)c1	.	-12
CCn1c(CNc2cccc(Cl)c2)nnc1SCc1ccccc1	89	7
Cc1ccc(S(=O)(=O)N2CCCC2C(=O)Oc2ccccc2)cc1 (stereo not drawn)	97	2
COc1ccc(/C=C/C(=O)NC(=S)Nc2ccccc2Cl)cc1OC	.	9
CCOc1cc(NC(=O)c2ccco2)c(OCC)cc1NC(=O)COc1ccccc1	89	4
COc1ccc(C(=O)Nc2ccc(-c3nc4cc(C)cc(C)c4o3)cc2)cc1[N+](=O)[O-]	92	.
COc1ccccc1N1CCN(/N=C/c2ccccc2C(=O)O)CC1	.	6
Cc1cc(S(=O)(=O)N2CCCC2)c(C)s1	104	-7
Cc1nc2cc(NC(=O)N3CC4(C)CC3CC(C)(C)C4)ccc2n1C (stereo not drawn)	117	1
CCCCn1c(CNC(C)=O)nc2ccccc21	91	-5
Cc1ccc(-c2cc(N)n(Cc3ccc(Cl)cc3)n2)cc1	.	3
Cc1sc(NC(=O)c2ccco2)c(CN2CCCCC2)c1C	116	7
Cc1cc(OCC(=O)NCc2ccncc2)ccc1Br	.	2
O=C(O)CCN1C(=O)/C(=C/c2ccc(Cl)c([N+](=O)[O-])c2)SC1=S	.	35
Cc1cc(C)c(S(=O)(=O)NCC2CCC(C(=O)NCCCN3CCOCC3)CC2)c(C)c1 (stereo not drawn)	.	-4
Clc1ccc(-c2nnc(-c3ccc(Br)o3)o2)c(Cl)c1	79	8
O=C(Cc1ccccc1)Nc1c(C(=O)N2CCOCC2)cnn1-c1ccccc1	109	-5
Cc1ccc(-c2nc(CSCC(=O)N3CCCC3)c(C)o2)cc1	110	.
CNC(=O)CCn1nc(-c2ccc(Cl)cc2)c2ccccc2c1=O	117	2
Cc1ccc(S(=O)(=O)N/N=C/c2cccc(OS(=O)(=O)c3cccc([N+](=O)[O-])c3)c2)cc1	.	1
Cc1[nH]c2ccccc2c1/C=N/NC(=O)c1ccc(O)cc1O	.	6
Cc1cccc(N2C(=O)NC(=O)/C(=C/c3ccc(Br)o3)C2=O)c1	.	75*
CS(=O)(=O)N1CCN(c2ccc(NC(=O)c3ccc(Br)o3)cc2)CC1	121	-12
SMILES	BAP1 inh	HePTP inhibitor
Nn1cnn(Cc2ccccc2)c1=S	79	8
Cc1ccc(OCCn2c(=S)[nH]c3ccccc32)cc1	.	4
Cc1cc(C)c2nc(N3CCCC3)c(C#N)cc2c1	61	-7
CCNC(=S)Nc1ccccc1Cl	.	-3
COC(=O)c1cc(OC)c(OC)cc1NC(=O)Nc1ccccc1OC	i	10
COc1ccc(NS(=O)(=O)c2c(C)n(C)c(=O)n(C)c2=O)cc1OC	98	6
CCNc1nc(SCc2ccccc2)nc(N2CCOCC2)n1	87	-4
CCOC(=O)C1=C(O)/C(=C\c2ccc(Cl)cc2Cl)N=C1C	.	4
Cc1cnnc2c1-c1no[n+]([O-])c1CC2	96	5
CCn1nc(NC(=O)c2ccco2)c2cc3ccc(C)cc3nc21	100	-8
O=C1CC(=O)NC(SCc2ccccc2)=N1	144	.
CN(C)CCN1C(=O)C(=O)/C(=C(/O)c2ccc(OCc3ccccc3)cc2)C1c1ccncc1 (stereo not drawn)	109	2
COc1ccc(C(=O)NC(C)c2nc3ccccc3n2C)cc1OC (stereo not drawn)	.	5
COc1ccc(N=C2NC(=O)/C(=C/c3ccc(I)o3)S2)cc1	.	-7
Cc1cc(Nc2cc(C(=O)O)ccc2C)n2ncnc2n1	95	-4
Cc1cccc(N2CCN(S(=O)(=O)c3ccccc3)CC2)c1	.	-15
COc1ccc(-n2c(Cc3cccn3C)nnc2SCC(=O)Nc2ccc(C)cc2)cc1	89	3
C=CCn1c(=N)n(CC(=O)OCC)c2ccccc21	97&120	5
CCOC(=O)c1ccc(CSc2nncn2N)o1	.	4
C=C(C)COc1ccc2c3c(c(=O)oc2c1OCC(=C)C)CCC3	84	1
COc1ccc(CCN2C(=O)CC(NCc3ccc4c(c3)OCO4)C2=O)cc1OC (stereo not drawn)	85	6
COc1cccc(C(=O)Nc2ccccc2CO)c1	.	9
C1CCC(N2CCC(N3CCCCC3)CC2)CC1	.	-17
C=CCOc1ccc(/C=C2\SC(=Nc3ccccc3)NC2=O)cc1OC	.	64*
Cc1cccc(S(=O)(=O)N2CCSC2c2cccc(Cl)c2)c1 (stereo not drawn)	.	5
SMILES	BAP1 inh	HePTP inhibitor
CCc1cc2c(-c3ccccc3)cc(=O)oc2cc1OC(C)C(=O)O (stereo not drawn)	.	10
O=C(NC1CCCCC1)N1CCC(c2nc3ccc(Cl)cc3[nH]2)CC1	98	1
CCOc1ccc(-c2cc(C(=O)N3CCN(c4ccccn4)CC3)c3ccccc3n2)cc1	.	4
Cc1ccc(-c2nnc(N3CCN(c4ccccn4)CC3)c3ccccc23)cc1	94	16
CCc1ccc(C2C(C(C)=O)=C(C(=O)OC)Nc3nnnn32)cc1 (stereo not drawn)	107	-10
O=C(Cn1c(NCCO)nc2ccccc21)c1ccc(Cl)c(Cl)c1	.	3
CCC(Oc1ccccc1)C(=O)Nc1ccc(C)c([N+](=O)[O-])c1 (stereo not drawn)	.	7
CCOc1cccc(/C=N/NC(=O)c2cc(-c3cccc4ccccc34)n[nH]2)c1O	.	-6
CCC(=O)Nc1sc2c(c1C(N)=O)CCC2	.	-12
Cc1ccccc1-c1nc(CN2CCC(C(=O)NCc3cccnc3)CC2)c(C)o1	112	8
Cc1cc(C)n2cc(CSc3nc4cc([N+](=O)[O-])ccc4s3)nc2n1	128	.
Cc1ccc(Nc2nnns2)cc1C	64	-3
COc1cc(NS(=O)(=O)c2ccc(NC(=O)NC3CCCCC3)cc2)nc(OC)n1	72	3
CCOC(=O)/C(C#N)=C1\C(Cl)=C(Cl)c2ccccc21	.	13
O=C(O)c1cc(S(=O)(=O)Nc2ccccc2C(=O)O)ccc1O	.	2
O=c1c([N+](=O)[O-])c(NC2CCCCC2)c2ccccc2n1-c1ccccc1	.	6
COc1ccc(-c2nc3ccccc3c(=O)n2CCN2CCOCC2)cc1	74	2
Cc1cc(C(F)(F)F)nn1CC(=O)NCC1CCCO1 (stereo not drawn)	84	5
Cc1c(C(=O)NCc2ccccc2)oc2c1C(=O)CCC2	95	-7
CCc1c(C)nc2cc(-c3cccc(F)c3)[nH]n2c1=O	.	2
COC(=O)c1ccccc1NC(=O)COc1ccc(OC)cc1	213	.
COc1ccc(Cl)cc1N(CC(=O)N1CCC(C)CC1)S(C)(=O)=O	.	5
CC1(C)OC(=O)C(=CNC(Cc2c[nH]c3ccccc23)C(=O)O)C(=O)O1 (stereo not drawn)	102	0
CCOc1cc(C(=O)Nc2ccc(C(=O)OC)cc2)cc(OCC)c1OCC	.	6
COc1ccc(C(=O)Nc2ccc3nn(-c4ccc(F)cc4)nc3c2)cc1	.	27
SMILES	BAP1 inh	HePTP inhibitor
COc1ccc(C(=O)Nn2cnc3scc(-c4cccs4)c3c2=O)c(O)c1	104	-4
COc1ccc2nc(NC(=O)C3CCCCC3)sc2c1	100	.
COc1ccc(NC(=O)C2CC3CCC2C3)cc1OC (stereo not drawn)	.	-16
CCCOc1ccc(/C=N/N2CCN(Cc3ccc(C)cc3)CC2)cc1	.	0
COc1ccc(C(=O)N2CCN(C(=O)c3cc(OC)c(OC)c(OC)c3)CC2)cc1	116	1
CCOC(=O)C1=C(C)N=c2s/c(=C\c3ccc(N(C)C)cc3)c(=O)n2C1/C=C/c1ccccc1 (stereo not drawn)	.	4
